# Screening data deposited in PubChem BioAssay by several laboratories.
# AHR activator = activators of human aryl hydrocarbon receptor; P35869; AHR-responsive luciferase reporter cells, luminescence; activation, % at 5 µM; 320,000 compounds, 2.5% hits; AID 2796; in the data active = activation above about 47%;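 note: 0% = vehicle wells and 100% = reference agonist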
# Target sequence (P35869 whole entry, looked up): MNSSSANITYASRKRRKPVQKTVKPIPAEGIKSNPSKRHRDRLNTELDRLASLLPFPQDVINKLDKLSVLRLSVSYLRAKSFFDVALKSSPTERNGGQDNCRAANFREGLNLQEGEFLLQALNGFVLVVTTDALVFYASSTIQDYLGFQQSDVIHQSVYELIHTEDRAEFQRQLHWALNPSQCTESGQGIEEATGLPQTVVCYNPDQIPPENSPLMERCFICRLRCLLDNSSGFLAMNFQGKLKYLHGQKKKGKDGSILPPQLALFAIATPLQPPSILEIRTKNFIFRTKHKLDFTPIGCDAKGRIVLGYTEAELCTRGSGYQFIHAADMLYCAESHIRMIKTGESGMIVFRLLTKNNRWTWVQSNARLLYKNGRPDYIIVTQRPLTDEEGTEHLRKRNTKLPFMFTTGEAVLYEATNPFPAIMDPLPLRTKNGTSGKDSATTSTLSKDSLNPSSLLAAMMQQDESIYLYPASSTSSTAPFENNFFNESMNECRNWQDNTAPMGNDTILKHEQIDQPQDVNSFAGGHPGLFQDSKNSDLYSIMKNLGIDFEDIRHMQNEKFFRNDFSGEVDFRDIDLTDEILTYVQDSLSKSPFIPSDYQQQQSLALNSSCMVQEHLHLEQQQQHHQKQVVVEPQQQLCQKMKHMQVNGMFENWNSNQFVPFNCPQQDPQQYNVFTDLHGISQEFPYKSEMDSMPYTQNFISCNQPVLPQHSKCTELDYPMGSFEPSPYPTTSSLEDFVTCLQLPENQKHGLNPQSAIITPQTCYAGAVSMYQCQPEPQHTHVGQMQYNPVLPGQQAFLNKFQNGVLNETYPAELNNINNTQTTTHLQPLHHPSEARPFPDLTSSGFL
# LAP4 TOR yeast = modulators of TOR pathway LAP4-GFP in S. cerevisiae; S. cerevisiae LAP4-GFP multiplex, flow cytometry GFP, 3 h; median GFP as percent of DMSO wells; GFP response vs DMSO, % at 10 µM; 320,000 compounds, 0.34% hits; AID 2023;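 active = GFP response vs DMSO above a set limit, about the screen mean plus 3 SD, cut at about 150% in these data; inconclusive = under 70 cell events counted for the yeast strain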
# RPL19A-GFP yeast = yeast TOR pathway RPL19A-GFP modulation; percent response vs DMSO, % at 10 µM; 330,000 compounds, 0.3% hits; S. cerevisiae RPL19A-GFP strain, flow cytometry, 3 h; hits give low values;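 active = percent response vs DMSO below 50%; inconclusive = fewer than 70 events counted for the yeast strain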;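 note: median channel GFP fluorescence of the barcoded RPL19A-GFP strain; ratio of sample median GFP to plate DMSO average so 100% = DMSO; lower means less RPL19A-GFP as with rapamycin TOR inhibition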
# CR mimetic SO = lowers age-related superoxide in aged yeast cells; superoxide response (% of plate mean), % at 10 µM; S. cerevisiae aged cells, superoxide DHE fluorescence; hits give low values; 330,000 compounds, 0.18% hits;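 active = superoxide response under a set limit, about three screen SD below normal, cut at about 65% in these data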;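 note: yeast aged for seven days with compound at 30 °C before DHE staining; 100% = average MFI of all compound-treated wells on the plate with controls excluded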
# proCasp7 act = counter-screen: procaspase-7 (human) activation; activation, % at 8.5 µM; AID 463210; recombinant procaspase-7, Ac-DEVD-pNA absorbance 405 nm; D23A/D198A/D206A triple mutant, cannot self-cleave; scale: DMSO 0, 5 µM enzyme 100; P55210; 330,000 compounds, 0.093% hits;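 active = percent activation above the screen-wide mean plus 3 SD, cut at about 25% in these data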
#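 Assay system – Uncleavable procaspase-7 mutant enzyme · Quantity – 2 µM procaspase-7 mutant as dispensed · Times – 1 h preincubation, 2 h reaction · Dosing – single nominal 8.5 µM compound dose, 0.8% DMSO final · Buffer or medium – Zinc-free 50 mM HEPES buffer, pH 7.4, with NaCl and Triton X-100 · Detection – Epi-absorbance of released pNA at 405 nm, two timepoints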
# JMJD2C inh = blocks human GASC-1 demethylase activity. Q9H3R0. GST-JMJD2C(1-420) H3K9me3 demethylation, DELFIA europium. inhibition, % at 2.35 µM. 330,000 compounds, 0.069% hits;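 active = more than half of a compound's replicate wells show inhibition beyond 50%, single wells judged on their own value; inconclusive = some, but no more than half, of replicates pass 50% inhibition; inactive = no replicate passes 50% inhibition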;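 note: signal counts dimethyl H3K9 product captured on neutravidin plate; 0% = median of DMSO wells and 100% = 0.3 times that DMSO median; strong numbers were not always called active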
# MEP2-GFP yeast = alters MEP2-GFP fluorescence in TOR pathway yeast screen; S. cerevisiae MEP2-GFP strain, flow cytometry GFP, 3 h; 100% = DMSO control level; GFP response vs DMSO, % at 10 µM; 330,000 compounds, 0.51% hits; AID 2016;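 active = GFP response versus DMSO above a set limit, roughly screen mean plus 3 SD, cut at about 180% in these data; inconclusive = fewer than 70 cells counted for a yeast strain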;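 note: median GFP fluorescence of the barcode-gated MEP2-GFP cells per well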
# procasp3 activ = activates human procaspase-3; 330,000 compounds, 0.11% hits; P42574; activation, % at 8.5 µM; recombinant procaspase-3 D3A, Ac-DEVD-pNA absorbance 405 nm;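 active = activation above the mean of all tested compounds plus 3 SD, cut at about 21% in these data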;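 note: 0% = DMSO alone and 100% = DMSO wells spiked with extra 5 µM PC-3 D3A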
# Target sequence (P42574 whole entry D9A/D28A/D175A): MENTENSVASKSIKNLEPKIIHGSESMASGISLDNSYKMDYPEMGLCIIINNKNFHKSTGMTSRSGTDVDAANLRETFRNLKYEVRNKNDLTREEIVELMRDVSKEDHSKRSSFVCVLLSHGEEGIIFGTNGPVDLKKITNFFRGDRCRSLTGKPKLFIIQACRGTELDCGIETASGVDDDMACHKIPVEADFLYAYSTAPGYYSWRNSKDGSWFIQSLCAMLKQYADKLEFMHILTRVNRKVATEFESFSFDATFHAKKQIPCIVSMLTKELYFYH
#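 Compound: 8.5 µM single point, 0.8% DMSO / Material: Autoprocessing-dead procaspase-3 D3A mutant enzyme / Timing: 1 h preincubation plus 2 h reaction at 25 °C / Medium: Zinc-free HEPES/NaCl buffer with 0.01% Triton X-100 at pH 7.4 / Technique: 405 nm absorbance of p-nitroaniline, reads at 0 and 120 min / Repeats: one well per compound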
# Starred values were filed as active, the others as inactive; i = inactive; ? = inconclusive; · = not tested or not shown; & = joins results of further samples; [ ] = remark or other dose. These rows are one share of the data; count on the stated rates, not on these rows.
SMILES,AHR activator,LAP4 TOR yeast,RPL19A-GFP yeast,CR mimetic SO,proCasp7 act,JMJD2C inh,MEP2-GFP yeast,procasp3 activ
CCC(=NCCc1ccccc1)c1c(O)[nH]c(=O)[nH]c1=O,0,94,97,94,-1,-7,91,-1
Cc1ccc(N)c(C(=O)c2ccc(Br)cc2)c1,33,100,100,93,9,-2,97,2
C=CCN1C(=O)NC(=O)C(Cc2ccc(OC)c(OC)c2)C1=O (stereo not given),1,102,100,115,4,29,106,5
COc1cc2c(cc1OC)-c1c3c(cc4c1[C@@H](C2)N(C)CC4)OCO3,55*,125,105,125,8,-6,92,19
Nc1ccccc1C(=O)OCc1ccc([N+](=O)[O-])cc1,-1,102,95,99,4,-14,98,-5
COC(=O)C1=C(c2ccc(C(C)=O)cc2)C[C@@H]2CC[C@H]1N2C(=O)NC1CC1,1,109,94,98,-1,0,110,9
COC(=O)Cn1cc(/C=C2\C(=O)NC(=O)N(c3ccc(OC)cc3)C2=O)c2ccccc21,9,93,109,101,4,-3,117,3
C[C@H]1O[C@@H](OC2CC[C@]3(C=O)[C@H]4CC[C@]5(C)[C@@H](C6=CC(=O)OC6)CC[C@]5(O)[C@@H]4CC[C@]3(O)C2)CC2OC(C)(C)OC21 (stereo not given in full),-2,104,96,85,13,-17,100,5
CCOC(=O)C1=CC(=C2C(=O)N(CC)C(=S)N(CC)C2=O)c2ccccc2O1,3,86,91,118,-18,53*,81,-12
O=C(Nc1cccc(Cl)c1)c1c(O)c2c(n(Cc3ccco3)c1=O)CCCC2,-1,104,99,93,7,4,102,5
Cc1nc2ccccc2c(=O)n1-c1ccccc1[N+](=O)[O-],2,92,102,122,-6,3,107,6
CSc1ccc(C(=O)C2CCCN(Cc3cccnc3)C2)cc1 (stereo not given),0,100,99,99,6,1,98,-2
NP(=O)(OCC(F)(F)F)Oc1ccc(Cl)cc1 (stereo not given),20,93,98,99,7,6,107,9
O=c1[nH]c(=O)n(Cc2ccco2)c(O)c1C=NCc1cccs1,14,100,97,118,-8,-9,95,-5
COc1ccc(Cn2c(O)c(/C=N/NC(=O)c3ccccc3O)c(=O)[nH]c2=O)cc1,11,85,107,108,-31,23,99,4
Cc1cccc(-n2c(/C=C/c3ccc([N+](=O)[O-])o3)nc3ccccc3c2=O)c1,-1,122,116,86,-1,16,157,6
CC(=O)OC1(Cc2ccccc2)CN2CCC1c1ccccc12 (stereo not given),-1,98,79,100,0,-1,133,0
O=C(Nc1nccs1)c1c(O)c2c(n(Cc3ccco3)c1=O)CCCC2,21,109,94,122,-5,-6,91,0
C=CCn1c(O)c(C(C)=Nc2ccc(C(=O)OCC)cc2)c(=O)[nH]c1=O,-1,98,100,100,-4,-3,99,-3
O=C1NC(=O)N(c2cccc(Br)c2)C(=O)/C1=C/c1ccsc1,3,85,95,130,-22,-7,97,-10
Cc1ccc2c(c1)C1CN(C)CCC1N2C(=O)Nc1cccc(C(F)(F)F)c1 (stereo not given),9,100,96,100,-13,-4,96,3
COCCOC(=O)c1c(C)n(C)c2ccc(OC(=O)N(C)C)cc12,33,107,105,103,1,-26,114,-2
CCN(CC)CCN=C(C)c1c(O)n(-c2ccccc2OC)c(=O)[nH]c1=O,2,117,108,93,2,-42,108,-10
CCCCOc1ccc(CCN)cc1Cl,1,95,102,123,5,4,109,1
COC(=O)C1=C(c2ccccc2OCc2ccccc2)C[C@@H]2CC[C@H]1N2C(=O)NCc1ccc(N(C)C)cc1,1,91,96,108,2,-10,87,1
COc1cc2[nH]c(=O)n(-c3ccccc3)c(=O)c2cc1OC,4,101,99,100,11,-85,106,-2
CN1CCN(c2ccc(N)cc2)CC1,0,97,100,92,-7,4,98,9
O=C(c1cnn2c(C(F)(F)F)cc(-c3ccccc3)nc12)N1CCC2(CC1)OCCO2,2,102,107,92,10,i,103,0
Cc1cccc(C)c1OP(N)(=O)Oc1c(C)cccc1C,-2,101,100,97,7,-3,101,2
CC1=NN(Cc2c[nH]c3ccccc23)C(C)(C)C1,14,95,103,95,-10,-2,97,-3
COc1ccc2[nH]cc(CCN=C(N)N)c2c1,28,106,98,105,-5,28,108,-12
C[C@]12CC[C@H](O)CC1=CCC1C2CC[C@@]2(C)C1C[C@@H]1CC(=O)O[C@@H]12 (stereo not given in full),-2,93,94,114,-10,4,88,-2
CCOc1ccccc1C1SCC(=O)Nc2c1c(=O)[nH]n2C(CC)CC (stereo not given),2,93,94,105,5,17,98,-1
C=CCN1CC[C@@]2(C)c3cc(O)ccc3CC1[C@@H]2C,1,125,95,88,-7,-11,97,6
CN1CCN(c2ccc([N+](=O)[O-])c(N3CCCCC3)c2)CC1,15,86,110,84,-6,-2,109,7
CCOc1ccc(-n2c(O)c(C=Nc3ccc(NC(C)=O)cc3)c(=O)[nH]c2=O)cc1,-2,116,98,100,5,-32,89,-1
C[Se]C[C@@H](N)C(=O)O,-1,?,?,88,-4,·,79[may fluoresce red and violet],3
Cc1nn(-c2ccccc2)c(C)c1NC(=O)COC(=O)Cc1ccccc1,3,102,101,100,-6,-5,99,9
O=C(c1ccc(Cl)cc1)C1CCCN(Cc2cccc3ncccc23)C1 (stereo not given),-1,96,95,92,2,5,103,6
CC1(C)Cc2c(sc3c2C(=O)NC(c2cccnc2)N3)CO1 (stereo not given),24,94,99,113,-11,3,99,-3
CCC(=Nc1ccc(OC)cc1OC)c1c(O)[nH]c(=O)[nH]c1=O,16,100,106,95,-14,-13,98,-12
Cc1ccc(N2C(=O)NC(=O)/C(=C/c3cnn(-c4ccc(C)cc4)c3)C2=O)cc1,4,81,91,89,-26,-17,91,-20
Cc1nonc1OCCNCCNc1ccc([N+](=O)[O-])c2cccnc12,1,95,107,88,-14,7,102,-1
CNCC(C)c1ccccc1 (stereo not given),1,87,101,115,-2,-1,98,0
CCCn1nc2ccccc2c1P(=O)(N1CCOCC1)N1CCOCC1,1,100,95,105,0,-5,104,11
CC(=O)OCC[N+](C)(C)C,-2&-3&-3,109&109&102,105&103&92,103&99&95,9&-7&11,-11&11&-35&0,97&102&93,7&6&3
CSCc1nnc2n1-c1ccc(Cl)cc1C(c1ccccc1)=NC2,5,93,97,91,-8,9,100,-11
CCN1CCN(Cc2nc3ccc([N+](=O)[O-])cc3c(=O)n2-c2ccccc2F)CC1,38,102,106,116,2,2,106,-2
O=C1NC(=O)N(Cc2cccs2)C(=O)/C1=C/c1ccc(N2CCOCC2)cc1,4,100,96,96,-17,9,98,0
Cc1cc(NC(=O)COC(=O)c2c(C)nn(Cc3ccccc3)c2C)no1,0,110,105,104,0,6,117,-7
CCc1c(C)nc(N)nc1N1N=C1SC(C(C)=O)C(C)=O,-1,107,104,92,1,-5,104,5
CN1CC(C(=O)c2ccc(Cl)cc2)C(c2ccc(Cl)cc2Cl)C1 (stereo not given),0,104,99,101,-1,i,96,-2
CCC(=NCCOc1ccc(Cl)cc1)c1c(O)n(C)c(=O)n(C)c1=O,12,112,102,103,-7,5,107,16
CSc1ncc(/C=C2/C(=O)NC(=O)N(C)C2=O)cn1,1,92,98,87,-18,-1,99,-4
CC1CCCCN1Cc1ccc(Cl)nc1 (stereo not given),3,101,91,104,-2,8,97,0
CCC(=O)N1N=C2C3CCN(CC3)C2C1c1ccccc1 (stereo not given),0,92,99,84,-5,0,96,1
C=CCn1c(O)c(C(CC)=NCCN2CCN(C(=S)NC)CC2)c(=O)[nH]c1=O,-1,104,102,101,-6,-2,102,-3
CCc1ccc(OCC(=O)N2CCN(CC(=O)Nc3ccccc3Cl)CC2)cc1,3,108,100,96,1,·,102,12
CCN(CC)C(=O)c1ccc(NC(=O)c2cn(-c3ccccc3)nc2-c2ccc(OC)cc2)cc1,-7,104,108,111,0,6,103,-2
CCC12C=CCN3CCC4(c5cc(Br)c(OC)cc5N(C)C4C(O)(C(=O)OC)C1OC(C)=O)C32 (stereo not given),1,·,89,99,6,-6,96,-4
# The results go on:
SMILES,AHR activator,LAP4 TOR yeast,RPL19A-GFP yeast,CR mimetic SO,proCasp7 act,JMJD2C inh,MEP2-GFP yeast,procasp3 activ
CC(/C=C(\C)Nc1ccccc1)=Nc1ccccc1,3,83,88,102,-2,0,86,-1
CC(C)CC(=O)NC(Oc1ccc(Cl)cc1)C(Cl)(Cl)Cl (stereo not given),2,96,102,106,11,-6,101,6
NC(=O)C1(N2CCCCC2)CCN(Cc2ccccc2)CC1,18,97,97,114,-3,8,99,-5
CNC(=O)Nc1ccc(C(=O)N/N=C\C23CC[C@@H](O)CC2(O)CC[C@@H]2[C@@H]3CCC3(C)C(C4=CC(=O)OC4)CCC23O)cc1 (stereo not given in full),-1,92[may fluoresce violet],45*[may fluoresce violet],95,0,4,200*[may fluoresce violet],1
CCNc1ccc(P(=S)(N(C)C)N(C)C)cc1,-3,120,97,68,-2,-11,96,-1
O=C(Nc1ccc(C(F)(F)F)cc1)c1cccn(Cc2ccc3c(c2)OC(F)(F)O3)c1=O,-1,106,100,99,15,1,98,5
CCOP(=O)(OCC)C(NC(=O)NC)C(N)=O (stereo not given),-1,99,98,109,9,7,95,7
CC(N)C(=O)c1ccco1 (stereo not given),1,109,106,99,2,-1,112,2
O=[N+]([O-])c1cccc(C2N3CCCN23)c1 (stereo not given),0,93,105,86,-2,-9,100,-1
O=c1[nH]c(=S)n(C2CC2)c(O)c1/C=N/N1CCOCC1,0,90,96,94,-10,-5,93,-15
Cc1ccc(NS(=O)(=O)c2ccc(OCC(=O)N3CCN(C)CC3)cc2)cc1,0,96,100,102,-9,27,108,-2
CN(C)/C=C/C(=O)C(Cl)(Cl)Cl,1,98,90,95,1,-9,96,-7
CC1CCN2c3nc4ccccn4c(=O)c3CC3(C(=O)N(C)C(=O)N(C)C3=O)C2C1 (stereo not given),1,115,105,110,-7,-10,102,-6
Clc1ccc(CSC(Cn2ccnc2)c2ccc(Cl)cc2Cl)cc1 (stereo not given),1,130,100,100,6,-12,100,2
Clc1ccc2c(c1)C(c1ccccc1Cl)=NCc1nncn1-2,-1,98,100,102,-6,-6,97,0
Cc1nc2ccccc2c(=O)n1-c1cccc(C(F)(F)F)c1,4,92,106,87,-11,46,103,-5
CCCCn1c(=O)c(C(=O)Nc2nnc(C(C)C)s2)c(O)c2ccccc21,3,85,101,114,4,27,98,4
O=C(c1ccccc1F)c1cn(Cc2ccccc2)c2ccccc12,1,104,103,112,6,14,103,4
O=CC(Cl)P(=O)(N1CCCCC1)N1CCCCC1 (stereo not given),2,94,·,96,-1,-6,96,-5

# Only MEP2-GFP yeast, JMJD2C inh and proCasp7 act, for some of the entries so far:
SMILES | MEP2-GFP yeast | JMJD2C inh | proCasp7 act
CCc1ccc(OCC(=O)N2CCN(CC(=O)Nc3ccccc3Cl)CC2)cc1 | 102 | · | 1
CCN(CC)C(=O)c1ccc(NC(=O)c2cn(-c3ccccc3)nc2-c2ccc(OC)cc2)cc1 | 103 | 6 | 0
